Runt-CBFb FRET = Runt domain-CBFb interaction inhibition. Cerulean-Runt/Venus-CBFb FRET ratio 530/480, 1 h. AID 1496. Q01196+Q13951. 220,000 tested, 0.46% active. inhibition, % at 20 µM;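 active = inhibition over about 50% at 20 µM in the single-dose screen, limit read from the data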;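 note: 0% = DMSO wells and 100% = excess unlabeled CBFb competitor control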
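Buffer or medium: Tris pH 7.5 buffer with BSA. Assay system: Cerulean-labeled Runt domain protein. Amount: each fluorescent fusion protein 100 nM. Read-out basis: loss of energy transfer signal. Incubation: 1 h compound exposure, room temperature. Probe or stimulus: Venus-CBFb binding partner, 100 nM. Detection: FRET, excitation 422 nm, emission at 530 and 480 nm.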
NPY1 pot ag = potentiators or agonists of human neuropeptide Y receptor Y1; 220,000 tested, 0.37% active; activation, % at 3.6 µM; NPY-Y1 expressing cells, potentiator/agonist activation; P25929; in the data active = activation above about 33%, passing the limit was not always enough;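 note: cells stimulated with NPY at EC10 then isoproterenol at EC100; 0% = low agonist plus stimulus and 100% = saturating agonist plus stimulus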
Target sequence (P25929 whole entry, looked up): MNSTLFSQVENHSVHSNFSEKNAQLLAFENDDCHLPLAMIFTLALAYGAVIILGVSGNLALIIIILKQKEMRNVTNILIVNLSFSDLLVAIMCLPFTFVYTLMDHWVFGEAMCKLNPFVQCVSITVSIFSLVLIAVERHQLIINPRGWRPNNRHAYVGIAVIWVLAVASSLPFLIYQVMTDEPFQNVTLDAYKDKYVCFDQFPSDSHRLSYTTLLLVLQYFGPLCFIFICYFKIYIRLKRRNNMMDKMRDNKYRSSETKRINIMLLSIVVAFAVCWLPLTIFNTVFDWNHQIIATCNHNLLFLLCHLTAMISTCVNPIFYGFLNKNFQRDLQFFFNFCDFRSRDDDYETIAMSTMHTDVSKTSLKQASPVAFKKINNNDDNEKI
Hck-Nef inh = human Hck-Nef kinase inhibition. 220,000 tested, 0.68% active. inhibition, % at 20 µM. Recombinant Hck-YEEI plus Nef, Z-Lyte FRET kinase assay. AID 463187;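 active = Hck-Nef kinase inhibition above about 50%, limit read from the data; inactive = inhibition below that limit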;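 note: 0% = DMSO with Hck plus Nef and 100% = Hck alone without Nef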
p97 inhibitor = blocks human p97 ATPase activity. P55072. recombinant p97 ATPase, Kinase-Glo ATP luminescence, 3 h. inhibition, % at 8 µM. 220,000 tested, 0.42% active; in the data active = inhibition above about 15%;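 note: 0% = DMSO vehicle and 100% = wells lacking enzyme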
RBBP9 inhibitor = blocks human serine hydrolase RBBP9; O75884; recombinant RBBP9, FP-Rh probe fluorescence polarization; inhibition, % at 7.94 µM; 220,000 tested, 0.2% active; AID 1515;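 active = inhibition above the campaign mean of all tested compounds plus 3 SD, cut at about 14% in these data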;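 note: plate controls were DMSO wells with RBBP9 for no effect and wells lacking RBBP9 protein for full effect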
Target sequence (O75884 whole entry, looked up): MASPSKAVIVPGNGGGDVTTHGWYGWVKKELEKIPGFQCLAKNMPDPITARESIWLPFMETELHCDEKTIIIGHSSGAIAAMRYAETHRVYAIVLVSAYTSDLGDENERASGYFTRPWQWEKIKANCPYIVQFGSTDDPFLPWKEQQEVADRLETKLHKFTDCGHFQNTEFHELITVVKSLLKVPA
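Test system – recombinant human RBBP9 · Input – RBBP9 2.5 µM in dispensing solution, pre-mixing · Medium – Tris buffer pH 8.0, NaCl, Pluronic · Schedule – preincubation 30 min plus labeling 45 min at 25 °C · Measured by – fluorescence polarization · Measure – % inhibition · Controls – DMSO and no-protein wells · Replicates – one well per compound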
NPY Y1 blocker = antagonists of human neuropeptide Y receptor Y1 | inhibition, % at 3.6 µM | HEK293-CNG Y1 cells, membrane potential fluorescence; NPY at EC95, then isoproterenol | AID 1040 | 200,000 tested, 1% active;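 active = inhibition above the campaign mean inhibition of all tested compounds plus 3 SD, cut at about 20% in these data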;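 note: 0% = DMSO wells given NPY plus isoproterenol and 100% = isoproterenol alone without NPY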
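System: HEK293 cells with Y1 receptor plus CNG channel / Probe or stimulus: NPY 25 nM then isoproterenol 1 µM plus Ro 20-1724 25 µM / Compound: one concentration, 3.6 µM, in 0.4% DMSO / Schedule: compound incubation 1 h at room temperature, readout 45 min post-stimulation / Measured by: membrane potential fluorescence / Read-out: % inhibition of NPY effect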
Runt-SMMHC FRET = Runt domain-CBFb-SMMHC interaction inhibition; Q01196+Q13951; Cerulean-Runt/Venus-CBFb-SMMHC FRET ratio 530/480, 1 h; inhibition, % at 20 µM; 220,000 tested, 0.74% active;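 active = mean inhibition across duplicate retests at 20 µM reaching about 50%, limit read from the data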;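 note: 0% = DMSO wells and 100% = wells with excess untagged CBFb-SMMHC; inhibitors lower the FRET ratio by blocking Runt binding to CBFb-SMMHC; some results filed as inactive read as strong as hits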
NPY2 pot ag = potentiators or agonists of human neuropeptide Y receptor Y2; P49146; cells expressing NPY-Y2, potentiator/agonist read-out; activation, % at 3.6 µM; 220,000 tested, 0.45% active; in the data active = activation above about 27%;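 note: cells stimulated with NPY near EC25 plus isoproterenol at EC100; 0% = vehicle plus submaximal agonist and 100% = vehicle plus saturating agonist; some results beyond the cut were filed as inactive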
Mdm2 ligase inh = inhibitors of human Mdm2 E3 ubiquitin ligase. 210,000 tested, 0.11% active. signal enhancement, % at 5 µM. Q00987. cell-based MDM2 ubiquitination luciferase reporter, 2 h; 0 = plate control, 100 = twice control, blank-subtracted;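 active = signal enhancement of 30% or more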;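 note: luminescence tracks abundance of the self-degrading MDM2-luciferase fusion protein; higher signal means inhibition of MDM2 E3 ligase activity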
Target sequence (Q00987 whole entry, looked up, the tested form may be a part): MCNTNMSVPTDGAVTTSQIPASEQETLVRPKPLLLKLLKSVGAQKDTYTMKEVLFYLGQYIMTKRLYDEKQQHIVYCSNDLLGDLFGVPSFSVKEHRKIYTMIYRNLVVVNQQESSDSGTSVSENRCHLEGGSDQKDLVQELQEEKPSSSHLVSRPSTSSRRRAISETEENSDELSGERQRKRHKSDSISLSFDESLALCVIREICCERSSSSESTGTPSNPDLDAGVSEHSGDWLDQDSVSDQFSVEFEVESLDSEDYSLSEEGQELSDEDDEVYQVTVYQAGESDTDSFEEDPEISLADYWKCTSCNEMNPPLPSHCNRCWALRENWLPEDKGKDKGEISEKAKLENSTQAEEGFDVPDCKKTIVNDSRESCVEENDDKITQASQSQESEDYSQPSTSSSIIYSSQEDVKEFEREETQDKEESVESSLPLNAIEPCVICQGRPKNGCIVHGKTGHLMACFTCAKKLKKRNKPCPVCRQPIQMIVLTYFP
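Assay system: stable mammalian line carrying autodegrading MDM2–luciferase fusion reporter; amount: 2000 cells seeded into each well; buffer or medium: DMEM; benchmarks: plate control and blank wells; signal: luciferase luminescence; timing: 2 h compound exposure at 37 °C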
* marks the source's active call; other numbers are inactive results; x = no result given.

SMILES | Runt-CBFb FRET | NPY1 pot ag | Hck-Nef inh | p97 inhibitor | RBBP9 inhibitor | NPY Y1 blocker | Runt-SMMHC FRET | NPY2 pot ag | Mdm2 ligase inh
CC(C)(C)c1ccc(-n2nc(C(N)=O)c(O)cc2=O)cc1 | 0 | -3 | 16 | -4 | -6 | 6 | 0 | 3 | -50
CC(Oc1ccc(NC(=O)c2ccco2)cc1)C(=O)N1c2ccccc2CC1C (configuration not stated) | 0 | 25 | 1 | 3 | -8 | 6 | 0 | -11 | 0
CCOc1cc(-c2c(C#N)c(N)nc3c2CCCC3C)ccc1O (configuration not stated) | -3 | 10 | 5 | 2 | -2 | 2 | 0 | 13 | -19
CC(=O)Nc1cccc(NC(=O)c2ccc(Br)cc2)c1 | -2 | 9 | 18 | -1 | 1 | -7 | -6 | -15 | -7
Cc1c(C(=O)N(C)C)sc(NC(=O)c2cccc([N+](=O)[O-])c2)c1C#N | 2 | 16 | 2 | 2 | -1 | -4 | -6 | 4 | -5
CC1(C(=O)N2CC3(CC(c4ccccc4)=NO3)C[C@H]2C(=O)NCC(N)=O)CC1 (some centres not stated) | 0 | -4 | 2 | 1 | 3 | 1 | 4 | -10 | -12
CCOC(=O)c1nc(Nc2ccc(C)cc2)c2ccccc2n1 | -5 | 12 | 2 | 0 | -4 | -6 | 3 | 3 | -11
O=C/C(=C\Nc1ccc(C(=O)N2CCOCC2)cc1)c1nc2ccccc2o1 | -1 | -4 | 19 | -4 | 1 | -2 | -4 | 0 | -10
CCN(CC)C(=O)c1ccc(S(=O)(=O)N2CCC(c3nc4ccccc4s3)CC2)cc1 | -3 | -7 | 11 | -6 | -5 | 1 | -1 | -2 | -16
CN(CCOc1ccc(Cl)cc1)C(=O)c1ccc(S(=O)(=O)N2CCOCC2)cc1 | 0 | 17 | -9 | 1 | 1 | -8 | -4 | 4 | -16
Cc1ccccc1NC(=O)C1CCN(S(=O)(=O)c2cccs2)CC1 | 0 | -26 | 27 | 2 | -3 | 0 | -1 | -7 | 2
Cc1ccc(NC(=O)CS(=O)(=O)c2cn(CC(=O)N3CCOCC3)c3ccccc23)cc1 | 0 | -14 | -127 | 1 | -7 | 1 | 18 | 4 | -5
COc1cc(OC)cc(C(=O)NC2CCSC2=O)c1 (configuration not stated) | -2 | 4 | 4 | 3 | 0 | 3 | 1 | 10 | -9
CCCCOCCCNC(=O)c1cccc(OC)c1 | -2 | -38 | 4 | 2 | -4 | 1 | 3 | -1 | -8
CCOC(=O)C(NC(=O)c1cccc(Cl)c1)(OCc1ccccc1)C(F)(F)F (configuration not stated) | -5 | -5 | 3 | 2 | -9 | 3 | 0 | -5 | -19

Four entries from above, arranged by molecular weight, ascending.
SMILES | Runt-CBFb FRET | NPY1 pot ag | Hck-Nef inh | p97 inhibitor | RBBP9 inhibitor | NPY Y1 blocker | Runt-SMMHC FRET | NPY2 pot ag | Mdm2 ligase inh
CCCCOCCCNC(=O)c1cccc(OC)c1 | -2 | -38 | 4 | 2 | -4 | 1 | 3 | -1 | -8
Cc1c(C(=O)N(C)C)sc(NC(=O)c2cccc([N+](=O)[O-])c2)c1C#N | 2 | 16 | 2 | 2 | -1 | -4 | -6 | 4 | -5
CC1(C(=O)N2CC3(CC(c4ccccc4)=NO3)C[C@H]2C(=O)NCC(N)=O)CC1 (some centres not stated) | 0 | -4 | 2 | 1 | 3 | 1 | 4 | -10 | -12
CCOC(=O)C(NC(=O)c1cccc(Cl)c1)(OCc1ccccc1)C(F)(F)F (configuration not stated) | -5 | -5 | 3 | 2 | -9 | 3 | 0 | -5 | -19

The results go on.
SMILES | Runt-CBFb FRET | NPY1 pot ag | Hck-Nef inh | p97 inhibitor | RBBP9 inhibitor | NPY Y1 blocker | Runt-SMMHC FRET | NPY2 pot ag | Mdm2 ligase inh
CCOC(=O)c1nn(-c2cccc(C)c2)cc1C(=O)c1ccccc1 | -2 | 6 | 7 | 0 | -1 | 22* | 3 | -3 | -14
CCN(Cc1cc(OC)c(OC)c(OC)c1)C(=S)Nc1cccc(SC)c1 | -2 | 6 | -1 | 0 | 3 | x | -1 | -11 | 0
O=C1CCCc2c1nc(-c1cccc(Cl)c1)n2O | 1 | -3 | -17 | 1 | 2 | 1 | -6 | 22 | -11
Cc1nc(C)n(CC(=O)N2CCCC(C(=O)c3ccc(C(F)(F)F)cc3)C2)n1 (configuration not stated) | 0 | 4 | 12 | 4 | 9 | 4 | 2 | -10 | 6
Nc1nc2nc(-c3ccccc3)cc(=O)n2[nH]1 | 2 | 5 | -2 | 4 | -4 | 5 | 0 | 14 | -20
CCSc1nnc(NC(=O)CSc2nnc(Cc3cccn3C)n2CCc2ccccc2)s1 | 8 | -3 | 1 | -1 | -4 | -6 | 2 | 7 | -16
Cn1c(NC(=O)c2ccccc2NC(=O)C(C)(C)C)nc2ccccc21 | 2 | -23 | 15 | 2 | 1 | 4 | 0 | 5 | -22
COc1ccc(S(=O)(=O)Nc2ccccc2N2CCOCC2)cc1[N+](=O)[O-] | 3 | 16 | 22 | 3 | -7 | x | -3 | 1 | x
CCOC(=O)c1sc2nc(C)cc(C)c2c1N | 0 | -4 | 4 | 1 | -7 | 4 | -1 | -6 | -2
CCCC(=O)Nc1ccc(NC(=O)c2ccccc2OC)cn1 | 2 | -22 | 1 | 0 | -6 | 11 | -9 | -5 | 2
Cn1nc(NC(=O)C2CCC2C(=O)O)c2c(F)cccc21 (configuration not stated) | 1 | 3 | 9 | 4 | -4 | x | 1 | 0 | -5
CC1=C2C(CCS2(=O)=O)CC2(C1)C(=O)OC(C)(C)OC2=O (configuration not stated) | -1 | -14 | -1 | -2 | -3 | -2 | -1 | -8 | -30
Nc1cccnc1Sc1cccc(Cl)c1 | x | 10 | 2 | 2 | -10 | 12 | -5 | -4 | -2
CC1(NC(=S)NCCCCCCNC(=S)NC2(C)CCS(=O)(=O)C2)CCS(=O)(=O)C1 (configuration not stated) | -2 | 12 | 22 | 6 | -6 | x | 1 | 9 | -8
O=C(CCNC(=O)Cn1ccc2ccccc2c1=O)NCCC1=CCCCC1 | 0 | 1 | 0 | 0 | -9 | 0 | -2 | 8 | 3
COc1ccccc1OCc1nnc(SCC(=O)Nc2ccc(C)cc2)n1C | 0 | 27 | 1 | -2 | 1 | 2 | 4 | -5 | -5
COCCSc1nnc(NS(=O)(=O)c2ccc(C)cc2)s1 | 2 | 0 | 21 | 6 | -5 | 0 | 0 | 1 | -10
CC1(C)S/C(=N/N=C/c2cccs2)NC1=O | -2 | -11 | 3 | 1 | -5 | 5 | 3 | -4 | 2
Cc1cc(=O)[nH]c(NN=C2CCC(C(C)(C)C)CC2)n1 (configuration not stated) | -2 | -13 | -1 | 1 | -6 | 3 | -3 | -12 | -2
O=c1[nH]c(=S)c2ncn(-c3ccccc3)c2[nH]1 | 10 | 19 | 7 | 6 | 0 | x | -1 | 6 | -10
CCSc1nnc(-c2cccnc2)n1Cc1ccco1 | 18 | -5 | -1 | 1 | -7 | 6 | 10 | -11 | 4
CC(C)OCCCNC(=O)c1cc2c(s1)CS(=O)(=O)C2 | 1 | -5 | 1 | 0 | -3 | -2 | 7 | 13 | 0
CS(=O)(=O)Nc1ccc(N2CCN(c3ccc(C(F)(F)F)cn3)CC2)nc1 | 1 | 16 | 0 | -13 | -8 | x | 0 | 18 | -2
CCOC(=O)N1CCN(C(=O)c2cc(-c3ccc(F)cc3)[nH]c2C)CC1 | -5 | 21 | 6 | -1 | 5 | -1 | 2 | 9 | -8
CC(C)CC(=O)NNC(=S)NCc1ccco1 | 0 | 17 | 2 | 2 | 0 | 2 | -2 | 5 | -10
COC(=O)NC(C)N1C(=O)C2C3C=CC(C3)C2C1=O (configuration not stated) | x | -1 | -10 | -2 | -2 | -3 | -24 | 4 | -20
Cc1cc(C)cc(NC(=O)NCc2nnc(SCc3ccccc3)n2C)c1 | -1 | 15 | 0 | -7 | -7 | -1 | -2 | -3 | -8
CCN(CC)c1cccc(OC2=NS(=O)(=O)c3ccccc32)c1 | 0 | -9 | 2 | 19* | 19* | -3 | -6 | -2 | -6
CN(C)CCCOC(=O)COc1ccc(C(C)(C)C)cc1 | -2 | -9 | 4 | 5 | 3 | -1 | 1 | -2 | -3
Cc1cccc(-c2nsc(SCC(=O)c3ccc(Cl)cc3)n2)c1 | -2 | -8 | 3 | -1 | -8 | 3 | -6 | -1 | -10
OC1CCN(C(=S)Nc2ccc(Oc3ccccc3)cc2)CC1 | 3 | -6 | 14 | -3 | -4 | -3 | -1 | -6 | 5
Cc1ccc(C)n1-c1ccc(C(=O)Nc2ccccc2F)cc1 | -1 | -4 | 17 | -6 | -11 | 4 | -2 | 3 | -4
CCN(CC)/C(Sc1ccccc1)=C(\C(Cl)=C(Cl)Cl)[N+](=O)[O-] | -1 | 0 | 22 | -3 | -9 | -1 | 4 | -3 | -13
O=C(CCn1cnc2ccccc2c1=O)Nc1ccc(Cl)c(Cl)c1 | 0 | -22 | -22 | 2 | 0 | -3 | 0 | -5 | -11
Oc1c(N=NC(=S)Nc2ccccc2F)c2ccccc2n1Cc1ccc(F)cc1 | -1 | 8 | 16 | 5 | -3 | 1 | -8 | -3 | -14
Cc1cc(C)c2nc(NC(=O)c3ccc4c(c3)OCO4)sc2c1 | -1 | 5 | 2 | 2 | -2 | -1 | 1 | -11 | -11
C/C(=N\NC(=O)c1ccccc1Br)c1ccc(N2CCOCC2)cc1 | 2 | 3 | 23 | 5 | -1 | 4 | 4 | 12 | -16
Cc1cc(NC(=O)Cn2cnc3c(nnn3-c3cccc(F)c3)c2=O)no1 | -1 | -10 | -5 | 5 | 6 | 4 | 2 | -27 | -8
CCCn1c(SCC(=O)NC(C)(C)C)nnc1-c1ccco1 | -1 | 5 | 19 | 3 | -7 | 4 | 2 | 4 | -8
O=C(Cc1nc(-c2ccc([N+](=O)[O-])cc2)cs1)Nc1ccccc1 | 0 | -16 | 0 | 2 | -2 | 6 | -4 | -10 | 11
O=C(Cc1ccc2c(c1)CCCC2)Nc1ccccc1Br | 1 | -29 | 0 | -3 | -8 | 5 | 3 | -22 | -2
CCOCc1nnc(NC(=O)c2cc(OC)c(OC)cc2[N+](=O)[O-])s1 | 0 | 3 | -3 | 1 | 2 | 3 | 0 | -5 | -9
Cc1cc(NC(=O)COC(=O)COc2cccc3c2OC(C)(C)C3)no1 | 2 | 13 | 4 | 2 | -8 | -3 | 2 | 14 | -33
